From PubChem BioAssay
FAS-TE inh: FAS thioesterase domain inhibitors, primary screen, biochemical, fluorescence intensity, uHTS. inhibition, % at 15 µM. recombinant FAS-TE, OMFH fluorogenic substrate, fluorescence endpoint. 360,000 compounds, 0.67% hits. Fatty acid synthase (Homo sapiens), P49327;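 active means compounds whose normalised, plate-corrected inhibition of enzyme fluorescence in the single-dose primary screen is 50% or more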;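 further: 0% = DMSO with enzyme and 100% = substrate without enzyme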
bovine MsrA act: bovine MsrA enzyme activators, primary screen, biochemical, absorbance, HTS; activation, % at 10.6 µM; Methionine sulfoxide reductase A (Bos taurus); 360,000 compounds, 0.3% hits; purified bovine MsrA, absorbance read-out; AID 602163, 2012; in the data active means activation above about 7.5%;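 further: 0% = vehicle and 100% = reference activator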
MT1-MMP act inh: blockers of MT1-MMP proenzyme processing, primary screen, HT1080 RFP-PRO-GFP cells, GFP/RFP fluorescence; Matrix metalloproteinase-14 (Homo sapiens), P50281; GFP/RFP ratio fluorescence, overnight; percent of plate control window, DMSO zero; GFP/RFP ratio change, % at 20 µM; 360,000 compounds, 0.061% hits; AID 651647, 2012;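 active means GFP/RFP ratio change of at least 30% with cell ATP level not reduced by more than half and red fluorescence within 50% of control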; further: strong numbers were not always called active
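Compound: 20 µM single dose, 1% DMSO / System: HT1080 RFP-PRO-GFP cells / Controls: DMSO and RFP-L50D-GFP cell wells / Read-out basis: GFP/RFP fluorescence ratio / Schedule: overnight compound exposure at 37 °C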
CSN inh: inhibitors of CSN-mediated cullin deneddylation, primary screen, biochemical, fluorescence polarization, uHTS. Purified CSN, SCF-Nedd8-OG deneddylation. 360,000 compounds, 0.38% hits. inhibition, % at 12.5 µM. COP9 signalosome complex subunit 5 (Homo sapiens), Q92905;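 active means pattern-corrected inhibition above about 35%, with an unprinted fluorescence ratio check between 0.5 and 1.5, limit read from the data, passing the limit was not always enough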;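 further: 0% = enzyme with substrate and 100% = substrate without enzyme; some results filed as inactive read as strong as hits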
Target sequence (Q92905 whole entry, looked up, one chain of several): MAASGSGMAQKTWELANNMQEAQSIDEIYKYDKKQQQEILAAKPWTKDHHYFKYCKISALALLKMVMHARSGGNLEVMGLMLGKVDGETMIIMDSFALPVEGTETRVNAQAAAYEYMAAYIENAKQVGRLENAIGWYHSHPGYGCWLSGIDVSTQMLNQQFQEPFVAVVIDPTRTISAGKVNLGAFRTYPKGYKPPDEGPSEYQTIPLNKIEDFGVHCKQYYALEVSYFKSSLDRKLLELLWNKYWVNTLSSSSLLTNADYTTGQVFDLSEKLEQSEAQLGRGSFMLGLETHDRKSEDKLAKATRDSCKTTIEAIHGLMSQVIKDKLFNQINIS
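Assay system: Purified human Csn5 enzyme expressed in HEK293T cells | Amount: Enzyme 0.24 nM | Measured by: Fluorescence polarization readout | Medium: Tris/NaCl/DTT buffer, pH 7.5 | Compound dosing: One concentration, 12.5 µM, 0.25% DMSO | Times: 90 min incubation of compound, enzyme and substrate at room temperature | Control set: no-enzyme wells high, enzyme-with-substrate wells low | Read-out: % inhibition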
Rin1-Abl PPI inh: inhibitors of Rin1-Abl protein binding, primary screen, biochemical, TR-FRET; 360,000 compounds, 0.4% hits; inhibition, % at 7.35 µM; Tyrosine-protein kinase ABL1 (Homo sapiens) + Ras and Rab interactor 1 (Homo sapiens), …; in the data active means inhibition above about 5%, passing the limit was not always enough
PABP1 MLLE inh: inhibitors of PABP1 MLLE–PAM2 peptide binding, primary screen, biochemical, fluorescence polarization, FITC-PAM2, GST-MLLE. inhibition, % at 20 µM. 360,000 compounds, 0.36% hits. Polyadenylate-binding protein 1 (Homo sapiens), P11940. AID 588489, 2011; in the data active means inhibition above about 35%, passing the limit was not always enough;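 further: plate controls were DMSO wells with GST-MLLE for no effect and wells lacking GST-MLLE protein for full effect; some results filed as inactive read as strong as hits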
Target sequence (P11940 whole entry, looked up): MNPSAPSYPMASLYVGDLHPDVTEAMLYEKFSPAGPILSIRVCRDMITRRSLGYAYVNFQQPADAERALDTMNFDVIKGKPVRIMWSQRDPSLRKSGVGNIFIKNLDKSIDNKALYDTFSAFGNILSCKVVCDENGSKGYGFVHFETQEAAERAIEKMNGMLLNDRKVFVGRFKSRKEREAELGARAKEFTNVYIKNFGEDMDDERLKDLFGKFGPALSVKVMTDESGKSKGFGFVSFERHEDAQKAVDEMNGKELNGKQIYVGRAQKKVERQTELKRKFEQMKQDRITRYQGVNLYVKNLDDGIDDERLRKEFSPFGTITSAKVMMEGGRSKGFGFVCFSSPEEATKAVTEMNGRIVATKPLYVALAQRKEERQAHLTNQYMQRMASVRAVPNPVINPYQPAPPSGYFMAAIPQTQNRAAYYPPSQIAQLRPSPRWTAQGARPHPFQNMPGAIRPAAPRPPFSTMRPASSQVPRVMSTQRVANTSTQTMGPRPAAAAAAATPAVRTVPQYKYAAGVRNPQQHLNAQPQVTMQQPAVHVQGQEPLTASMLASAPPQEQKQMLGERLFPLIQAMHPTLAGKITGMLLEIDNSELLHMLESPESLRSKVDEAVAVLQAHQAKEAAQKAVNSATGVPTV
eLon inh: inhibitors of E. coli Lon protease, primary screen, biochemical, fluorescence polarization; P0A9M0; purified E. coli Lon protease; inhibition, % at 7.94 µM; 360,000 compounds, 0.42% hits; AID 602123, 2011; in the data active means inhibition above about 13%, passing the limit was not always enough;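 further: 0% = enzyme with probe and DMSO and 100% = no enzyme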
Rpn11 inh: Rpn11 (PSMD14) deubiquitinase inhibitors, primary screen, biochemical, fluorescence polarization, uHTS; human 26S proteasome, Ub4-pepOG fluorescence polarization; 20S core pre-blocked with epoxomicin; calls only at 20 µM; 360,000 compounds, 0.59% hits;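 active means inhibition at 20 µM, scaled to each plate's controls, above about 33%, limit read from the data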
MsrA inhibitor: bovine MsrA enzyme inhibitors, primary screen, biochemical, absorbance, HTS | inhibition, % at 15.5 µM | purified bovine MsrA, absorbance read-out | AID 651718, 2012 | 360,000 compounds, 0.75% hits; in the data active means inhibition above about 4.5%;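 further: 0% = vehicle wells with enzyme and 100% = reference inhibitor wells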
Active calls of the source: *; i = inactive. The order is random; overall some 3.7% were active at least once.

SMILES | FAS-TE inh | bovine MsrA act | MT1-MMP act inh | CSN inh | Rin1-Abl PPI inh | PABP1 MLLE inh | eLon inh | Rpn11 inh | MsrA inhibitor
Cc1cc2nn(-c3cccc4ccccc34)nc2cc1NC(=O)c1cccs1 | 29.3 | -1.4 | 5.4 | -1.3 | -2.5 | -15.5 | 3.2 | i | 3.0
CC(=O)c1ccc(-c2ccc(Cn3c(C)nc4cc(N)c(C)nc43)cc2)cc1 | -4.7 | -3.4 | 4.5 | -0.6 | 1.8 | -8.6 | -0.1 | i | 0.4
C(=C\c1ccccc1)/CN1CCN(Cc2nc(Cc3ccccc3)no2)CC1 | 7.6 | -2.2 | 1.0 | -2.2 | 2.0 | -0.2 | 3.3 | i | -1.1
NS(=O)(=O)c1ccc(NC(=O)C(Sc2ccccc2)c2ccccc2)cc1 (configuration not stated) | 9.4 | 2.5 | -1.6 | 1.0 | -2.2 | 2.3 | -5.0 | i | 2.9
C[C@H](CO)N1C[C@H](C)[C@H](CN(C)Cc2ccc(Oc3ccccc3)cc2)Oc2ccc(NC(=O)Nc3cccc4ccccc34)cc2CC1=O | 22.9 | 4.4 | 6.5 | -1.0 | 4.7 | -9.6 | -7.7 | i | 2.6
O=C(CC1CCCC1)Nc1ccc(Cl)c(S(=O)(=O)N2CCOCC2)c1 | 7.9 | -5.2 | 2.7 | -0.8 | 4.6 | 2.3 | 8.8 | i | -1.0
S=C(NCC1CCCO1)N1CCN(c2nc(-c3ccc(Cl)cc3)cs2)CC1 (configuration not stated) | 29.5 | -1.7 | -8.3 | -0.1 | 0.3 | -106.8 | -4.6 | i | 1.4
c1csc(-c2nn3c(Cn4nnc5ccccc54)nnc3s2)c1 | -4.3 | -3.4 | -1.2 | -3.6 | 0.1 | 0.0 | -3.0 | i | -0.6
c1ccc2c(c1)nc(N1CCCCCC1)c1nncn12 | 4.8 | -3.3 | 4.0 | -6.9 | -4.4 | -1.8 | -0.7 | i | 2.2
CCOC(=O)C1=CNS(=O)(=O)NC1c1ccc(C(F)(F)F)cc1 (configuration not stated) | -12.5 | -1.5 | -1.2 | -6.4 | -1.2 | -6.2 | -1.6 | i | 0.9
Cc1cccc(N2CCN(S(=O)(=O)c3c(C)[nH]c(C)c3C(=O)N3CCCC3)CC2)c1C | 2.3 | -12.3 | 1.8 | -3.9 | -0.9 | 3.0 | 2.7 | i | 0.9
C=CCOc1ccc(Br)cc1CNC(C)(C)C | -14.9 | -2.8 | 0.0 | 0.3 | -3.5 | 2.2 | 1.8 | i | 0.4
O=C(CSC(=S)N1CCN(c2ccccc2)CC1)Nc1nc(-c2ccccc2)c(-c2ccccc2)o1 | 17.9 | -5.1 | 4.3 | 6.5 | -3.4 | 0.6 | 2.6 | i | -0.3
O=[N+]([O-])c1ccc(-c2cn3ccccc3n2)cc1 | 1.0 | -2.2 | 7.8 | 0.8 | -4.3 | -13.5 | -5.5 | i | 0.2
COC(=O)[C@]1(C)N[C@H](CN(C)S(=O)(=O)c2ccc(OC)cc2)[C@@H]2C(=O)N(C)C(=O)[C@@H]21 | -9.7 | -1.0 | -0.5 | 2.7 | -5.0 | 11.4 | 3.1 | i | 1.5
O=C(CSCc1ccccc1)N1CCN(c2ccc(F)cc2)CC1 | 5.4 | 3.5 | 4.5 | 4.8 | 3.5 | 32.0 | -1.6 | i | -0.4
O=[N+]([O-])c1ccc(S(=O)(=O)N2CCN(c3ccnc4cc(Cl)ccc34)CC2)cc1 | 49.9 | -4.3 | 0.2 | 1.5 | -1.5 | 6.6 | -1.0 | i | -0.2
c1ccc(-c2n[nH]nc2-c2ccccc2)cc1 | -26.6 | -0.8 | 3.4 | -0.9 | -2.9 | -11.3 | 2.3 | i | -2.4
Cc1oc(-c2ccccc2F)nc1CN1CCC(C(=O)NC2CCCc3ccccc32)CC1 (configuration not stated) | -0.9 | 2.1 | -1.0 | 3.0 | -1.2 | -18.9 | 0.0 | i | 0.0
CCN(CC)S(=O)(=O)c1ccc(-c2csc(C)n2)s1 | 7.8 | -11.1 | -0.7 | -1.4 | -0.3 | 9.1 | 2.6 | i | -0.2
COc1ccc2[nH]c3c(=O)n(Cc4ccc(C(=O)N5CCCCCC5)cc4)c(=S)[nH]c3c2c1 | -4.5 | -2.8 | -2.3 | 12.3 | 4.4 | -52.2 | 3.1 | i | 0.1
COc1ccccc1-c1ccc(SCC(=O)NCc2ccc3c(c2)OCO3)nn1 | -0.3 | -2.0 | 0.6 | 6.0 | 0.4 | 24.1 | 2.4 | i | 0.0
CCOc1ccc(N(CC(=O)NCC2CCCO2)S(=O)(=O)c2ccc(C)cc2)cc1 (configuration not stated) | 5.7 | -1.3 | 5.0 | 6.0 | -0.6 | 4.5 | -3.3 | i | 0.4
COCCOc1cc(N(CC(=O)N(C)C)S(=O)(=O)c2ccccc2)c(Cl)cc1Cl | 2.9 | -1.8 | 1.2 | -7.0 | 1.6 | 4.3 | 8.0 | i | -1.4
O=C(CSc1nnc(SCc2ccccc2)s1)N/N=C/c1c(Cl)cccc1Cl | 11.2 | 1.9 | 3.1 | -2.9 | -0.6 | -53.4 | -2.1 | i | 0.0
(further entries)
SMILES | FAS-TE inh | bovine MsrA act | MT1-MMP act inh | CSN inh | Rin1-Abl PPI inh | PABP1 MLLE inh | eLon inh | Rpn11 inh | MsrA inhibitor
CCCOc1ccc(OC(=O)Cc2ccc(OC)c(S(=O)(=O)N3CCOCC3)c2)cc1 | 12.8 | -9.1 | 19.4 | -5.6 | 3.3 | 7.8 | -2.9 | i | -0.6
COCCNC(=S)N1CCN(c2nc3ccccc3s2)CC1 | -7.2 | -3.3 | 0.8 | 3.8 | -1.2 | -143.3 | -3.6 | i | 2.9
CCC(=O)NC(C)c1cc(Cl)c2cccnc2c1O (configuration not stated) | 2.2 | -3.3 | 2.6 | 0.4 | 1.6 | -7.5 | 0.4 | i | 0.0
CC(C)[N+](C)(CCOC(=O)C1c2ccccc2Oc2ccccc21)C(C)C | -1.1 | -1.5 | 4.2 | -5.9 | 0.8 | -6.4 | 4.2 | i | -1.1
COC(=O)c1cc(OC)c(OC)cc1NC(=O)Cc1ccccc1[N+](=O)[O-] | 2.3 | -1.4 | 6.7 | 0.0 | -0.1 | 1.8 | 3.2 | i | 0.0
Cc1cn([C@H]2C[C@H](O)[C@@H](/C=C/C(=O)NCc3ccccc3)O2)c(=O)[nH]c1=O | -2.6 | -1.9 | 1.3 | 2.8 | -0.3 | 10.5 | -2.5 | i | -1.2
Cc1cc(C)nc(NS(=O)(=O)c2ccc(NC(=O)c3ccccc3Br)cc2)n1 | -2.9 | -1.6 | 3.9 | 1.9 | 0.8 | 3.8 | 1.7 | i | -1.4
CC1(C)Cc2ccccc2-c2nc3n(c(=O)c21)CCS3 | 6.5 | -2.7 | -0.6 | -6.0 | -6.7 | -45.3 | 2.0 | i | 1.1
COC(=O)C(CCCN1C(=O)c2ccccc2C1=O)(NC(C)=O)c1nn[nH]n1 (configuration not stated) | -3.0 | -0.1 | -4.8 | -6.2 | 1.9 | -10.2 | 2.6 | i | 0.8
COc1ccc(/C=C/C(=O)OCC(=O)c2ccccc2F)cc1 | 21.8 | 1.3 | 3.6 | -1.2 | 1.5 | -4.8 | 0.2 | i | 0.8
CCOC(=O)CNC(=O)CSc1nc(-c2ccccc2)ns1 | -1.5 | -0.9 | -4.8 | 1.9 | 0.2 | 19.3 | -7.0 | i | 0.8
CN(C)CCCNS(=O)(=O)c1ccc(Oc2ncc(C(F)(F)F)cc2Cl)cc1 | 5.4 | -2.4 | -1.2 | 1.3 | 4.0 | -1.1 | -7.2 | i | 0.1
CCOc1ccccc1N(CC(=O)Nc1ccc(OC)c(OC)c1)S(=O)(=O)c1ccccc1 | 5.9 | -6.1 | -2.0 | 3.7 | -0.5 | -0.2 | 7.1 | i | 1.1
COc1ccc(Cc2cc(-c3ccc(F)cc3)n[nH]c2=O)cc1 | 2.2 | 0.9 | 1.2 | 3.4 | -4.7 | 2.4 | 3.8 | i | -0.8
CCn1c(SCC(=O)c2cc(OC)ccc2OC)nnc1C(C)C | -2.0 | -0.3 | -4.1 | 3.6 | -2.9 | 3.6 | 2.6 | i | -0.1
CCOc1ccc(N(C)S(=O)(=O)c2ccc(C)c(C(=O)NCc3ccccc3OC)c2)cc1 | 24.7 | -1.6 | -0.6 | -0.3 | 2.2 | 19.0 | 7.6 | i | 0.1
CC(Cc1cccnc1)NC(=O)c1cc(COc2ccc(F)cc2Cl)on1 (configuration not stated) | 1.7 | -3.9 | 0.8 | -2.3 | -1.2 | 15.3 | -0.2 | i | 0.5
O=C(NCc1ccccn1)c1ccc(Cl)c(NC2=NC3CS(=O)(=O)CC3S2)c1 (configuration not stated) | -4.6 | -3.7 | -1.3 | -4.7 | 2.2 | -32.1 | -2.7 | i | -0.4
O=C(Nc1nc2ccccc2c(=O)s1)c1ccco1 | 5.0 | -4.9 | -0.8 | -0.5 | -4.5 | -15.8 | -3.2 | i | 1.5
CN1C(=O)Cc2cc(S(=O)(=O)Nc3ccc(Cl)cc3)ccc21 | 0.9 | -1.9 | 0.7 | 2.3 | -0.9 | 2.9 | -4.2 | i | -0.2
CN(C)C(=O)CSc1nnc(CCNC(=O)OC(C)(C)C)o1 | -10.4 | -5.3 | -0.9 | 0.9 | -1.4 | 4.5 | 12.0 | i | -0.8
N#CCSc1nc2sccc2c(=O)n1-c1ccccc1 | -4.8 | -3.2 | -5.1 | 2.4 | 4.2 | -16.3 | -9.3 | i | 1.6
C/C(=N/NS(=O)(=O)c1cc(C)ccc1C)c1ccc2c(c1)OCO2 | 6.9 | -1.7 | 1.4 | 1.3 | 2.3 | -13.8 | 6.6 | i | -0.6
CCCCCCSc1ccc([C@@H]2[C@H]3C(=O)N(CC)C(=O)[C@H]3[C@]3(C(=O)OC)CCCN23)cc1 | 10.5 | -1.8 | 5.7 | 4.3 | 0.8 | 20.6 | 1.1 | i | -0.2
O=C(c1[nH]ncc1-c1cccc(Br)c1)C1CO1 (configuration not stated) | -25.4 | -4.0 | 3.5 | -1.2 | -1.8 | -8.0 | 1.2 | i | 1.9
CC(C)(C)n1nnnc1C(c1cccnc1)N(Cc1ccccc1)Cc1cccs1 (configuration not stated) | 20.6 | -1.6 | -37.7 | -0.7 | 0.1 | -3.2 | 1.3 | i | 1.5
Cc1cccc2sc(NNC(=O)C3=COCCO3)nc12 | -6.7 | -11.1 | 4.7 | -1.0 | -0.7 | -7.6 | -0.3 | i | 1.6

Copied from the list:
`O=C(NCc1ccccn1)c1ccc(Cl)c(NC2=NC3CS(=O)(=O)CC3S2)c1` (configuration not stated) @ FAS-TE inh: -4.6
`CC1(C)Cc2ccccc2-c2nc3n(c(=O)c21)CCS3` @ MT1-MMP act inh: -0.6
